Screens (PubChem BioAssay)
TDP1 block = qHTS Assay for Inhibitors of Tyrosyl-DNA Phosphodiesterase (TDP1); recombinant TDP1, AlphaScreen DNA substrate cleavage; Tyrosyl-DNA phosphodiesterase 1 (Homo sapiens), Q9NUW8; 350,000 compounds, 0.28% hits; Potency, µM (titrated, usually from 130 µM), inactives show at the highest dose activity change, negative = inhibition, usual class: inhibitors; further: nearly all actives have a fitted effect of over 40% in size
Target sequence (Q9NUW8 whole entry, looked up): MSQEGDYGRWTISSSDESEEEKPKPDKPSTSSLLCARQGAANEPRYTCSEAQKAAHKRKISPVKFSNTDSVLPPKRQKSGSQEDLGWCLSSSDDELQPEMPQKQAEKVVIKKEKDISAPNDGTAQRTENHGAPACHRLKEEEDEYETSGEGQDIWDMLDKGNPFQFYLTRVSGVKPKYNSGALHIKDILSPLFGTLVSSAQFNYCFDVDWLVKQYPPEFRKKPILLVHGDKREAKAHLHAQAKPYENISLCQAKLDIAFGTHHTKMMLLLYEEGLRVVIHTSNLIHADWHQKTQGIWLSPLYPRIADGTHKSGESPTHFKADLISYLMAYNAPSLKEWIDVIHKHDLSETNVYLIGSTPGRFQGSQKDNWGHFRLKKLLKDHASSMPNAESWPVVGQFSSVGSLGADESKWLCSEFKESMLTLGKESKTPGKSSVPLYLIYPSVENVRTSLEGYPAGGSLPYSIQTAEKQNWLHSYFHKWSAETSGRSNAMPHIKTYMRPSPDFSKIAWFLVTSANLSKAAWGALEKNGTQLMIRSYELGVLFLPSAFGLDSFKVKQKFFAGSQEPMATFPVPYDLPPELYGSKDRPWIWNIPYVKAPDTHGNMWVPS
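Here, a 5' biotin and 3' phosphotyrosine-FITC DNA oligonucleotide reports Tdp1 activity: intact substrate bridges AlphaScreen beads, while cleavage leaves a 3' phosphate and drops signal. All incubations at room temperature.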
DT40 TDP1 no CPT = qHTS for Inhibitors of human tyrosyl-DNA phosphodiesterase 1 (TDP1): qHTS in cells in absence of CPT | DT40 Tdp1-/- hTDP1 cells, no CPT, ATP luminescence, 48 h | Potency, µM (highest dose often 46.2 µM), inactives show at the highest dose activity change, negative = growth inhibition, most hits filed as inhibitors | 420,000 compounds, 15% hits; further: nearly all actives have a fitted effect of over 55% in size
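Stably hTDP1-transfected Tdp1-null chicken DT40 cells were treated with library compounds minus camptothecin and grown for at least 48 hr at 37 °C, after which cellular ATP was quantified by luminescence.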
N370S GC mod = qHTS Assay for Inhibitors and Activators of N370S glucocerebrosidase as a Potential Chaperone Treatment of Gaucher Disease. Lysosomal acid glucosylceramidase (Homo sapiens), P04062. Potency, µM (doses to about 59.4 µM), without a hit: at the highest dose activity change, negative = inhibition, most hits filed as inhibitors. AID 2101, 2009. 330,000 compounds, 0.092% hits. N370S GC spleen homogenate, 4MU-glucoside fluorescence;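 further: 0% = full enzyme activity and -100% = no enzyme basal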
* = called active by the depositor; u = inconclusive; x = no result given; [ ] = another dose, or the depositor's remark. The call rests on the fitted dose curve; in most records, active means well fitted curve in the direction sought with a large enough effect; inconclusive means small, poorly fitted or top-dose-only effect, or another doubt; inactive means no such curve, though single readings can be large; an effect the other way counts as inactive or inconclusive. Unless noted, on the % scale 0 is the no-effect control and ±100 the full control effect; potency means the concentration at half of the fitted maximal effect. Only part of the results is shown; the hit share may differ from the screen's.

A first look:
SMILES	TDP1 block	DT40 TDP1 no CPT	N370S GC mod
COCC(=O)N(Cc1ccccc1)c1ccccn1	1.0%	-10.1%	6.5%
COc1ccc(C(=O)NCCS(=O)(=O)N2CCc3ccccc3C2)c(OC)c1	0.9%	u	1.5%

The list itself, previewed entries included:
SMILES	TDP1 block	DT40 TDP1 no CPT	N370S GC mod
COCC(=O)N(Cc1ccccc1)c1ccccn1	1.0%	-10.1%	6.5%
COc1ccc(C(=O)NCCS(=O)(=O)N2CCc3ccccc3C2)c(OC)c1	0.9%	u	1.5%
O=C(COC(=O)CN1C(=O)c2ccccc2C1=O)NC1CCCCC1	x	10.7%	1.6%
Cc1cnc(C(=O)OCC(=O)Nc2ccc(Oc3ccccc3)cc2)cn1	11.4%	-7.8%	-12.0%
O=C(NCCCN1CCOCC1)c1cc2c(s1)-c1ccccc1OC2	-2.9%	-29.5%	u
CN(C)S(=O)(=O)N1CCN(c2ccc(Cl)cc2)CC1	-4.8%	-14.1%	-2.7%
CC(C)(C)OC(=O)N1CCC(c2c(C(=O)NCCN3CCc4ccccc4C3)cnn2-c2ccc(F)cc2F)CC1	-1.1%	11.6µM*	x
CN(C(=O)c1ccc(NC(=O)C2CCCN(C(=O)OC(C)(C)C)C2)cc1)C1CCC1 (stereo not drawn)	1.7%	16.4µM*	x
CC(C)Cn1c(=O)c2c(nc3n2CC(C)CN3Cc2ccccc2)n(C)c1=O (stereo not drawn)	6.1%	-18.7%	-6.3%
CCCn1nc(C(=O)OCc2nc(N)nc(Nc3ccccc3C)n2)c2ccccc2c1=O	1.9%	-16.0%	x
CCn1c(COc2ccccc2OC)nnc1SCC#N	2.6%	5.5%	-3.7%
COc1cc(C(=O)OCC(=O)Nc2ccc3c(c2)OC(F)(F)O3)ccc1OCc1c(C)noc1C	1.2%	-0.8%	-7.4%
O=C(CSc1nncc2ccccc12)Nc1ccc(C(=O)O)cc1	-18.9%	29.9%	-8.3%
Cc1ccc(CNC(=O)Cn2ccn(-c3cc(C)cc(C)c3)c(=O)c2=O)cc1	2.6%	-17.9%	x
O=C(NCc1ccc2c(c1)OCO2)C1CCCN1C(=O)Nc1cccc(F)c1 (stereo not drawn)	-4.9%	-21.1%	-0.4%
Cc1cccc(NC(=O)CSc2nc3ccc(NC(=O)COc4ccc(Cl)cc4)cc3s2)c1	-0.5%	6.51µM*	x
COc1cccc(CN(C)C(=O)c2cc(-c3ccc(OC)c(OC)c3)nc3ccccc23)c1	1.9%	u	-2.5%
Cc1ccc(OCCN2CCN(C(=O)CCC(=O)Nc3nnc(CC(C)C)s3)CC2)cc1	4.8%	10.3µM*	u
O=C(NC(=O)c1ccccc1)NC1(C(F)(F)F)OCCO1	7.4%	x	15.7%
Cc1ccn2c(NC3CCCC3)c(-c3ccsc3)nc2c1	1.1%	-25.2%	-13.9%
CCCc1cc(Nc2ccccc2)n2ncnc2n1	2.8%	-8.6%	-7.4%
COc1cccc(CNC(=O)c2ccc(NC(=O)N3CCCCc4ccccc43)cc2)c1OC	7.1%	16.4µM*	x
O=C(NCc1ccco1)c1ccc2c(c1)N(Cc1ccccc1)C(=O)CS2=O (stereo not drawn)	0.0%	-8.7%	2.4%
CCOc1cccc(NC(=O)Cn2nc(-c3ccc4c(c3)OCCO4)ccc2=O)c1	5.0%	u	-0.6%
ON(Cc1c(F)cccc1Cl)Cc1c(F)cccc1Cl	-1.3%	-11.7%	-0.3%
CC(C)NC(=O)Cn1cc(C#N)c2cc(Br)ccc21	3.3%	-2.0%	-2.2%
O=C(Nc1cccc(Cl)c1)Nc1ccc2nccnc2c1	x	u	-2.2%
Cc1cccc(C2=Nc3ccccc3N=C(c3cc(Cl)ccc3O)C2)c1	-0.4%[12.3 µM]	u	x
Cc1cc(Nc2ccc(Br)c(C)c2)n2nc(-c3ccco3)nc2n1	-1.2%	20.6µM*	x
CC(C)(C)OC(=O)N1CCC(c2cc(=O)n3[nH]cc(C(=O)Nc4ccc(F)c(Cl)c4)c3n2)CC1	-4.8%	5.5%	2.3%
Fc1ccccc1N1CCN(C(c2cccs2)c2nnnn2CCc2ccccc2)CC1 (stereo not drawn)	7.1%	u	9.0%[2.35 µM]
O=C(CSc1nc2ccccc2[nH]1)N1CCN(c2ccc(F)cc2)CC1	-4.5%	u	-0.8%
COc1cc(/C=N/Nc2ccccn2)ccc1OCC(C)C	8.9%	10.3µM*	u
CC(C)c1ccc(S(=O)(=O)Nc2cc3c(cc2NCc2ccccc2)n(C)c(=O)n3C)cc1	0.0%[12.3 µM]	u	x
CCc1ccc(NC(=O)Cn2cnc3sc(C)c(S(=O)(=O)N4CCC(C)CC4)c3c2=O)cc1	2.9%	-27.0%	x
CCOCCCNC(=O)c1cc(=O)n(Cc2cccc(C)c2)c2ccccc12	2.6%	20.6µM*	0.0%
CNC(=S)N(CCc1c(C)[nH]c2ccc(OC)cc12)Cc1ccco1	x	u	-3.7%
COc1ccc(C(=O)NCCS(=O)(=O)NCC2CCCO2)cc1 (stereo not drawn)	-2.4%	-15.4%	-3.9%
C[C@]12C(=O)N(c3ccc(C(F)(F)F)cc3)C(=O)N1[C@@H]1c3ccccc3OC[C@@H]1[C@H]2c1ccccc1	x	u	-7.4%
COc1cccc(N2C(=O)N(c3ccccc3)C3CS(=O)(=O)CC32)c1 (stereo not drawn)	1.0%	0.9%	5.3%
Cc1cccc(NC(=O)c2ccc(C3SCC(=O)N3CCc3ccccc3)cc2)c1 (stereo not drawn)	3.4%	u	25.3%
CCOC(=O)Cn1nnnc1C(CC)N(Cc1cc2c(C)cc(C)cc2[nH]c1=O)C1CCCC1 (stereo not drawn)	2.1%	x	u
Cc1cc(COc2ccccc2OCCN2CCN(C)CC2)no1	6.6%	-29.3%	1.6%
NS(=O)(=O)c1ccc(NC(=O)C2Cc3ccccc3CN2C(=O)c2ccco2)cc1 (stereo not drawn)	x	-19.8%	0.6%
COc1ccc(CNC(=O)C2Cc3ccccc3CN2C(=O)c2ccco2)cc1 (stereo not drawn)	-1.2%	u	4.6%
CCOc1ccc(/C=N/NC(=O)CC(=O)NCc2ccccc2)cc1	7.1%	-0.8%	4.3%
O=C(Cn1c(=O)n(-c2cccc(Cl)c2)c(=O)c2sc3ccccc3c21)NC1CCCCC1	1.3%	u	x
C=CCSc1nc2ccccc2c(=O)[nH]1	4.9%	0.0%	10.7%

A stretch taken from the entries so far, as a working copy:
SMILES	TDP1 block	DT40 TDP1 no CPT	N370S GC mod
CNC(=S)N(CCc1c(C)[nH]c2ccc(OC)cc12)Cc1ccco1	x	u	-3.7%
COc1ccc(C(=O)NCCS(=O)(=O)NCC2CCCO2)cc1 (stereo not drawn)	-2.4%	-15.4%	-3.9%
C[C@]12C(=O)N(c3ccc(C(F)(F)F)cc3)C(=O)N1[C@@H]1c3ccccc3OC[C@@H]1[C@H]2c1ccccc1	x	u	-7.4%

Continued.
SMILES	TDP1 block	DT40 TDP1 no CPT	N370S GC mod
COc1ccc(S(=O)(=O)N2CCC(NC(=O)C3CCCCC3)CC2)cc1	x	-2.6%	-2.9%
COCCOC(=O)c1c(C)oc2ccc(OS(C)(=O)=O)cc12	-4.8%	8.0%	9.0%
CCOc1cc(/C=C2\C(=N)N3N=C(S(=O)(=O)CC)SC3=NC2=O)ccc1OC(=O)c1ccco1	5.3%	8.1%	-13.3%
CC(CNC(=O)COc1ccc2c(c1)OCO2)c1ccccc1 (stereo not drawn)	1.5%	-13.0%	x
O=C(Nc1ccc(F)cc1)N1CCN(CCc2ccccc2)CC1	-5.1%	-5.6%	-3.3%
CCc1cccc(C)c1NC(=O)CCCn1c(C)c2cnn(-c3ccccc3)c(=O)c2c1C	5.1%	u	x
CN(C)c1ccc(-c2nc(NC3CCNCC3)c3ccccc3n2)cc1	-4.2%[56.1 µM]	1.16µM*	-7.2%
CC(C)(C)OC(=O)N1CC2Cc3[nH]c(=O)ccc3C(C2)C1 (stereo not drawn)	-2.2%	-14.5%	7.4%
CC(Nc1nc(N2CCN(S(C)(=O)=O)CC2)nc2ccccc12)c1ccccc1 (stereo not drawn)	4.9%	u	2.4%
Cc1ccc(NC(=O)c2sc3ccccc3c2Cl)cc1	-3.1%[12.3 µM]	-3.4%	x
Cc1cc(S(=O)(=O)N(Cc2ccc3c(c2)OCO3)CC2CCCO2)ccc1-n1cnnn1 (stereo not drawn)	3.6%	u	4.0%[12.8 µM]
C[C@@H]1NS(=O)(=O)[C@H]2C[C@@H]3C=C[C@]2(O3)[C@H]1OC(=O)c1ccc(C(C)(C)C)cc1	2.9%	16.4µM*	x

Entries of single compounds, quoted from the list. Values in the order: TDP1 block, DT40 TDP1 no CPT, N370S GC mod
C[C@@H]1NS(=O)(=O)[C@H]2C[C@@H]3C=C[C@]2(O3)[C@H]1OC(=O)c1ccc(C(C)(C)C)cc1 is entered as 2.9%, 16.4µM*, x
CN(C)c1ccc(-c2nc(NC3CCNCC3)c3ccccc3n2)cc1 is entered as -4.2%[56.1 µM], 1.16µM*, -7.2%
COc1ccc(S(=O)(=O)N2CCC(NC(=O)C3CCCCC3)CC2)cc1 is entered as x, -2.6%, -2.9%
Cc1cc(S(=O)(=O)N(Cc2ccc3c(c2)OCO3)CC2CCCO2)ccc1-n1cnnn1 (stereo not drawn) is entered as 3.6%, u, 4.0%[12.8 µM]
CCc1cccc(C)c1NC(=O)CCCn1c(C)c2cnn(-c3ccccc3)c(=O)c2c1C is entered as 5.1%, u, x

Next section:
SMILES	TDP1 block	DT40 TDP1 no CPT	N370S GC mod
O=C(Nc1nccs1)c1sc2cc(Cl)ccc2c1Cl	-11.8%	u	5.0%
Cc1c(CC(=O)NCC(=O)N[C@H](Cc2ccccc2)C(=O)O)c(=O)oc2cc(O)ccc12	x	-26.5%	u
CCn1cc(C(=O)NN)c(=O)c2cc(F)c(N3CCN(C)CC3)cc21	x	-19.0%	-11.5%
O=C(Nc1cccc([N+](=O)[O-])c1)c1cc(S(=O)(=O)N2CCOCC2)cs1	5.1%	u	4.8%
Cc1noc(C)c1CSCC(=O)Nc1cc(S(=O)(=O)N2CCCCC2)ccc1OC(C)C	-0.5%	23.1µM*	9.0%
Cc1cccc(-n2ccnc2SCC(=O)Nc2ccc3c(c2)OCCO3)c1	5.3%	u	5.7%
O=C(N/N=C/C=C\c1ccccc1[N+](=O)[O-])c1ccccn1	9.1%	-26.1%	-17.3%
O=C(c1ccc(F)cc1)c1cc2ccccc2o1	-2.9%	-1.4%	-1.2%
Cc1cc(C)n(-c2nnc(C)n2/N=C/c2ccccc2F)n1	3.9%	-2.9%	4.1%
COc1ccccc1C1CC(c2ccc(F)cc2)Nc2ncnn21 (stereo not drawn)	4.8%	20.6µM*	2.2%
Cn1c(=O)cc(SCC(=O)NCc2ccc(F)cc2)c2ccccc21	-1.1%	11.6µM*	2.3%
COC(=O)c1cccc(NC(=O)Nc2ccc(Cl)c(Cl)c2)c1	2.0%	u	-3.3%

An excerpt of these results, with two lines to a compound:
Below each compound: TDP1 block	DT40 TDP1 no CPT	N370S GC mod
- Cn1c(=O)cc(SCC(=O)NCc2ccc(F)cc2)c2ccccc21
    -1.1%	11.6µM*	2.3%
- O=C(c1ccc(F)cc1)c1cc2ccccc2o1
    -2.9%	-1.4%	-1.2%
- COC(=O)c1cccc(NC(=O)Nc2ccc(Cl)c(Cl)c2)c1
    2.0%	u	-3.3%

Next section:
SMILES	TDP1 block	DT40 TDP1 no CPT	N370S GC mod
O=C1CCC/C(=N\NC(=O)NC2CCCCC2)C1	0.0%	-5.5%	1.9%
CCN(CC)C(=O)C1CCCN(Cc2ccc(F)c(F)c2)C1 (stereo not drawn)	2.1%	-6.8%	-1.0%
Cc1cccc(-c2nc3c(c(SCC(=O)N4CCOCC4)n2)COC(C)(C)C3)c1	4.5%	4.2%	5.9%
Cc1ccc(C)c(OCCC(=O)OCC(=O)N2c3ccccc3NC(=O)C2(C)C)c1	-7.6%	-23.1%	x
CC12CCC(C(=O)Nc3c(Cl)cccc3Cl)(C(Br)C1=O)C2(C)C (stereo not drawn)	3.8%	-2.9%	-6.4%
CCNc1nc(NC(C)C)nc(OCCOC(=O)c2ccccc2)n1	2.4%	u	4.0%
CCc1ccc(NC(=O)CSc2nnc(C3CC3)n2CC2CCCO2)cc1 (stereo not drawn)	3.0%	-19.9%	-16.4%
Cc1sc(NC(=O)/C=C/c2ccc(C(C)C)cc2)c(C#N)c1C	-1.1%	u	4.0%
